# FXIIa inh 1536 = human FXIIa protease inhibitors, primary screen, biochemical, 1536-well; purified FXIIa, Boc-QGR-AMC fluorogenic substrate, 2 h; Coagulation factor XII (Homo sapiens), P00748; hit rate 0.3% among 220,000; inhibition, % at 5 µM; in the data active means inhibition above about 40%;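 further: 0% = enzyme with no compound and 100% = blank without enzyme; many of its hits are not listed in these tables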
# L929 necroptosis = inhibitors of zVAD-triggered necroptosis, primary screen, L929 cells; viability rescue, % at 10 µM; L929 zVAD necroptosis rescue, ATP luminescence, 24 h; with zVAD 60 µM; hit rate 0.38% among 220,000; AID 1377, 2008;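 active means activation, scaled between plate controls, above about 75%, limit read from the data; inactive means activation under that limit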;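 further: 0% = zVAD with DMSO and 100% = DMSO alone without zVAD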
# Thrombin inh = human alpha-thrombin inhibitors, primary screen, counter-screen for coagulation protease inhibitor project, biochemical, 1536-well, fluorogenic AMC substrate; hit rate 0.26% among 220,000; Prothrombin (Homo sapiens), P00734; Boc-VPR-AMC fluorogenic substrate cleavage; AID 1046, 2008; inhibition, % at 5 µM;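 active means inhibition at or above 40%; inactive means inhibition below 40%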;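 further: 0% = enzyme with no compound and 100% = wells without enzyme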
#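 Test system: human alpha-thrombin protein / Dosing: one concentration per compound, 5 µM, with 0.2% DMSO / Medium: pH 7.5 Tris-saline with Tween 20 / Benchmarks: no-compound enzyme wells and no-enzyme blanks / Read-out basis: percent inhibition of thrombin substrate cleavage / Timing: reaction at room temperature / Measured by: fluorescence, ex 355 nm, em 460 nm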
# hK5 inh = human KLK5 protease inhibitors, primary screen, biochemical, 1536-well; Kallikrein-5 (Homo sapiens), Q9Y337; recombinant hK5, fluorogenic AMC substrate cleavage; inhibition, % at 5 µM; hit rate 0.59% among 210,000;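 active means inhibition of 40% or more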;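 further: 0% = enzyme controls without compound and 100% = no-enzyme blanks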
# Target sequence (Q9Y337 67-293 limits assumed): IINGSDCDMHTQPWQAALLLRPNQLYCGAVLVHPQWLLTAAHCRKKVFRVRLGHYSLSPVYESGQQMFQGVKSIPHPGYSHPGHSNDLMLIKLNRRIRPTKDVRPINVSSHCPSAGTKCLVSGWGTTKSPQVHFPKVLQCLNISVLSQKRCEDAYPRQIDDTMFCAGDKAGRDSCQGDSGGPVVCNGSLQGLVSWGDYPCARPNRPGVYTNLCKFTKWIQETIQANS
# FXIa inh 1536 = human FXIa protease inhibitors, primary screen, biochemical, 1536-well; inhibition, % at 5 µM; Coagulation factor XI (Homo sapiens), P03951; purified FXIa, Boc-Glu-Ala-Arg-AMC fluorogenic substrate; hit rate 0.14% among 220,000;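 active means inhibition of at least 40%; inactive means inhibition below 40%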;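 further: fluorescence of freed AMC excited at 355 nm; 0% = enzyme without compound and 100% = no enzyme blank; many of its hits are not listed in these tables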
# Target sequence (P03951 19-387 limits assumed): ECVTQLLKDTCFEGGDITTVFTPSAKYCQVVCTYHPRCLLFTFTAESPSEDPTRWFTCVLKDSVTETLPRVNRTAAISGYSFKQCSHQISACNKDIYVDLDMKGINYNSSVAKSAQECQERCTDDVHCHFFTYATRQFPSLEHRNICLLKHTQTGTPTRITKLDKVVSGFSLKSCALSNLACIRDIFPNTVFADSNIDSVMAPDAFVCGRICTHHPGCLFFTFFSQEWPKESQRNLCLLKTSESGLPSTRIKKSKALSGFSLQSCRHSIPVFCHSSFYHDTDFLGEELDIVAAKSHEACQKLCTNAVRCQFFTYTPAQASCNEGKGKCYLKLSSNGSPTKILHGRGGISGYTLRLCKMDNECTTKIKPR
# Target sequence (P03951 388-625 limits assumed): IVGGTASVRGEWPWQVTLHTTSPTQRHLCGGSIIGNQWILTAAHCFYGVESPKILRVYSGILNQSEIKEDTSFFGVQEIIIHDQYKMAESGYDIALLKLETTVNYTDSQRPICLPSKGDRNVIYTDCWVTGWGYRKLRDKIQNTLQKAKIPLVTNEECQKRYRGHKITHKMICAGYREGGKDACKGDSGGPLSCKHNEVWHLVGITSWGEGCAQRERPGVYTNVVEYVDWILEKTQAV
# Rad51 HR inh = human RAD51 strand exchange inhibitors, primary screen, biochemical, fluorescence; AID 1385, 2008; inhibition, % at 10 µM; hRad51 DNA strand exchange, fluorescence dequenching; hit rate 0.085% among 200,000;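 active means inhibition above 40% at the single screening dose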;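 further: 0% = DMSO control wells and 100% = blanks with heterologous ssDNA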
#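 Material: Human Rad51 nucleoprotein filaments preassembled on unlabelled ssDNA | Also added: Labelled 47-mer dsDNA for strand exchange | Dosing: Single dose, 10 µM final compound | Schedule: 30-min compound preincubation and 15-min exchange, both room temperature | Technique: Fluorescence dequenching at 485/520 nm | Measure: Percent inhibition relative to plate controls and blanks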
# Hck-Nef inh = inhibitors of Nef-activated human Hck kinase, primary screen, biochemical, Z-Lyte FRET, 384-well, Hck-YEEI; Tyrosine-protein kinase HCK (Homo sapiens), P08631; Recombinant Hck-YEEI plus Nef, Z-Lyte FRET kinase assay; inhibition, % at 20 µM; hit rate 0.68% among 220,000;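 active means Hck-Nef kinase inhibition above about 50%, limit read from the data; inactive means inhibition below that limit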;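 further: 0% = DMSO with Hck plus Nef and 100% = Hck alone without Nef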
# Cl transport mod = KCC2 cotransporter modulators, thallium flux, primary screen, cell-based, HEK293 KCC2, FluoZin-2 fluorescence, MLSMR | hit rate 2.2% among 190,000 | Solute carrier family 12 member 5 (Homo sapiens), Q9H2X9 | B-score of Tl+ flux slope (higher = more flux/activation; lower = inhibition) at 10 µM | KCC2 cells, thallium flux FluoZin-2 fluorescence;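 active means thallium flux slope and its plate-corrected score both differing from the plate sample mean at a set confidence after two filtering rounds, in either direction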;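 further: slope of fluorescence scaled to starting intensity during 10 to 20 s after thallium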
# TNF necrop inh = inhibitors of TNF-alpha triggered necroptosis, primary screen, cell-based, Jurkat FADD-/-, single concentration. Jurkat FADD-/- TNF necroptosis rescue, ATP luminescence, 24 h; 0 = TNF only, 100 = no-TNF cells. activation (protection from cell death), % at 10 µM. hit rate 0.068% among 220,000;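 active means activation, meaning protection from cell death, of at least 50% relative to plate controls; inactive means activation below 50%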;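 further: necroptosis triggered by 40 ng/mL TNF-alpha added together with compound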
# Active calls of the source: *; x = no result given; & = joins results of further samples. Some of the compounds tested; rates above refer to the full screens.
mol	FXIIa inh 1536	L929 necroptosis	Thrombin inh	hK5 inh	FXIa inh 1536	Rad51 HR inh	Hck-Nef inh	Cl transport mod	TNF necrop inh
Cc1ccc(S(=O)(=O)N(C)C)cc1NC(=O)c1ccc2ccccc2n1	10.8	0.6	0.3	3.5	5.9	-19.7	-7.5	x	-0.2
CC(=O)OC[C@H]1O[C@H](CCO/N=C(\C)CCN2CCCc3nc(C)c(C)cc32)C=C[C@@H]1OC(C)=O	15.2	-0.3	2.3	-9.7	5.7	-8.3	-2.7	0.573	-0.1
O=C(Nc1ccc(OC(F)F)cc1)Nc1cccc(C(F)(F)F)c1	6.9	2.5	-6.0	-0.6	-0.6	5.4	-11.0	-0.00393	-4.0
Cc1cc(C(=O)Nc2cccc3ccccc23)n(-c2ccccc2)n1	4.7	-0.4	-8.5	-4.8	-5.6	5.5	17.6	-0.291	0.6
COc1ccc(C2=NN(C(=O)CCC(=O)O)C(c3cccs3)C2)cc1 (stereo unspecified)	10.8	1.6	-8.7	9.5	3.0	5.2	23.9	0.287	0.6
Cc1cc(=O)oc2cc(OCCSc3nnc(-c4ccccc4)o3)ccc12	11.9	0.3	-1.9	-25.5	3.6	-0.3	4.6	-1.46	2.2
CCN(CC)CCn1cnc2c([nH]c3cccc(OC)c32)c1=O	-1.8	0.3	-7.5	-41.5	-8.9	-0.3	0.6	-0.883	0.0
COc1ccc(-c2nc(SC(CC(=O)NCCO)c3cccs3)n[nH]2)cc1 (stereo unspecified)	7.1	0.7	0.6	-1.7	3.5	0.1	19.8	-0.188	0.7
Cc1ccc(-c2ccc(CCC(=O)O)n2NC(N)=S)cc1	24.8	2.7	-11.8	-7.2	22.7	-0.3	2.4	0.533	0.4
O=C(OCC1CC(c2ccccc2)=NO1)c1ccc(Br)cc1 (stereo unspecified)	23.1	-0.9	-12.7	-9.6	9.2	-2.1	0.5	-1.68	1.0
CC(C)(C)c1ccc(S(=O)(=O)N2CCN(CCC#N)CC2)cc1	12.0	1.1	-8.7	-27.9	1.7	1.6	-2.5	0.0869	3.3
CCOc1cc(CNCCO)c(Cl)cc1OCC(=O)NCCc1ccccc1	3.9	0.4	-0.8	1.1	3.9	-2.7	-0.2	x	-2.7
Cc1cccc(N/N=C2/COC(C)(C)CC2=O)c1	9.4	0.4	-8.0	-16.4	-4.5	2.5	-1.0	0.594	1.1
Cc1cn(CC2COC(C)(C)O2)c(=O)[nH]c1=O (stereo unspecified)	9.6	0.1	-0.9	3.8	2.3	2.9	-1.1	x	-0.5
COc1cc(C2(O)CCCCC2C)cc(OC)c1OC (stereo unspecified)	-3.2	0.9	-10.1	-21.3	-1.7	x	2.4	0.281	1.1
OC1(c2cccnc2)CCN(Cc2nnnn2Cc2ccccc2)CC1	11.7	2.7	-1.2	5.0	-0.2	-4.9	20.9	-0.457	-1.2
O=C(CSc1nc(-c2ccccc2Cl)ns1)c1ccc(Cl)cc1	0.7	1.2	-7.7	-3.3	-2.2	7.4	0.2	-0.599	-2.2
CCn1c(N2CCN(CC(=O)c3ccc(OC)cc3)CC2)nc2ccccc21	11.2	1.3	2.5	-12.0	2.2	2.0	-1.3	x	0.1
O=C(NCCCn1ccnc1)c1cc(-c2ccc3c(c2)OCO3)on1	11.0	0.3	21.4	13.2	11.2	-3.0	2.9	0.259	0.5
Cn1c(SCc2ccccc2)nnc1-c1ccncc1	9.6	0.7	-5.7	-17.1	1.8	6.0	8.1	x	-0.6
Cc1n[nH]c(=S)n1/N=C/c1ccccc1	13.2	0.3	-2.6	-10.7	6.0	-2.2	9.0	0	1.2
O=S(=O)(Nc1nc(SCc2ccc(Cl)cc2)n[nH]1)c1ccccc1	4.3	-1.0	-5.2	25.8	-2.5	-11.0	-8.2	-1.59	0.8
Cc1cc(C)nc(/N=C(\N)Nc2ccccc2-c2ccccc2)n1	5.0	0.0	1.5	-7.5	-6.3	11.4	24.4	-0.0843	4.5
CCc1ccc(C2CC(c3ccccc3)n3ncnc3N2)cc1 (stereo unspecified)	-9.1	0.9	-3.6	45.0*	-14.6	-8.6	0.9	x	-2.0
N[C@@H](Cc1ccc(O)cc1)c1nnc([C@H](CC(=O)O)NC(=O)C2CCNCC2)o1	3.7	-0.1	-2.1	-1.1	0.0	-8.1	-14.9	1.3	1.1
Cc1ccc(SCCNC(=O)c2ccc(C)c(S(=O)(=O)Nc3cccc(C)c3)c2)cc1	13.3	-0.2	38.8	32.1	12.1	13.1	-2.4	-1.72	-6.9
COc1c(C)cc(C(=O)C2CCCN(S(=O)(=O)c3c(C)noc3C)C2)cc1C (stereo unspecified)	28.1	-1.6	41.9*	22.3	102.2*	1.2	8.1	0.0295	1.6
Cc1cccc(C=Nc2ccccc2C(N)=O)c1	0.2	0.7	-4.2	-2.2	-9.1	0.8	-1.7	-4.75*	-10.3
COC(=O)Cn1cc(C(=O)C(F)(F)F)c2ccccc21	8.2	11.5	-5.7	2.4	-0.4	-8.9	19.7	-0.0592	0.0
CCOC(=O)N1CCC(NC(=O)C2CCN(S(=O)(=O)c3ccc4c(c3)oc(=O)n4C)CC2)CC1	6.2	4.8	0.5	2.4	0.8	25.2	23.2	0.309	0.3
CCOc1ccc(-c2nc(-c3ccccc3C)no2)cc1	x	0.1	x	x	x	-6.7	0.1	x	-1.5
Cc1nnc2sc(-c3ccco3)nn12	6.7	-0.9	-11.9	-1.4	-9.5	10.8	7.3	-0.219	-0.3
Cc1ccc(C)c(OCc2ccc(C(=O)NN)o2)c1	0.3	2.4	-7.6	5.0	4.8	15.3	12.4	0.971	2.1
Cc1cc(C)nc(Nc2n[nH]c(-c3ccc(N)cc3)n2)n1	-1.4	0.3	-0.1	3.9	0.2	0.3	0.4	0.421	1.6
CCn1c(=O)n(CCOC)c(=O)c2c3c(sc21)CCCC3	-7.3	0.1	-3.3	-25.1	-11.9	2.9	2.7	-1.73	-0.7
NC(=O)CC(NC(=O)c1ccccc1)c1ccc(NC2CCC2)c([N+](=O)[O-])c1 (stereo unspecified)	4.9	-0.7	-3.9	-1.2	-2.0	-0.8	24.6	0.913	1.9
COC(=O)c1ccc(-c2ccco2)n1Cc1cccc(C)c1	-1.0	-0.7	-3.2	-14.4	4.7	-0.7	-1.8	0.576	-1.6
O=C(NCc1ccco1)C1CC(c2ccc(F)cc2)=NO1 (stereo unspecified)	15.5	0.8	-1.4	-4.6	-3.3	-3.6	4.9	0.167	6.6
Cc1cccc(NC(=O)CSc2nnc(-c3ccc(S(=O)(=O)N4CCOCC4)cc3)n2C)c1	7.5	-0.1	-0.8	2.5	1.1	0.3	0.4	0.646	-0.2
O=C1C2C(c3ccccc3)C=CC(c3ccccc3)C2C(=O)N1CCO (stereo unspecified)	x	0.2	x	x	x	-1.3	0.2	x	1.3
COc1cc(CN2CCC(C(=O)NC3CCCC3)CC2)ccc1O	17.1	0.3	3.2	3.0	5.3	1.5	1.4	0.0264	-0.8
Cc1nc(NCC2CCCO2)c2oc3ccccc3c2n1 (stereo unspecified)	18.6	1.0	3.7	17.2	5.3	x	-8.1	-0.0277	2.0
Cc1cccc(-n2nnnc2SCn2nnc3ccccc3c2=O)c1	-3.5	-0.3	-2.5	-3.0	-6.1	-0.6	0.6	1.68	-5.1
Cc1cc(NC(=O)CSc2cn(CCNC(=O)c3ccccc3)c3ccccc23)no1	-2.5	1.3	-10.8	-8.2	-9.4	0.2	-0.5	0.0549	-1.0
CCc1nc(SCC(=O)c2ccccc2)c2c(=O)n(C)c(=O)n(C)c2n1	7.4	0.2	-2.7	2.7	1.9	x	23.0	-0.928	-4.6
COc1ccc(C2N(Cc3ccccc3)CC(=O)N2/N=C(\C)c2ccccc2)cc1 (stereo unspecified)	39.2	x	17.5	26.1	17.0	21.2	2.8	-2.05	0.8
CCc1ccc(C(=O)COC(=O)c2cccc(N3C(=O)c4c(C)nc5ccccc5c4C3=O)c2)cc1	17.3	0.2	8.9	51.5*	0.3	0.2	1.1	-0.64	-2.4
C=CCn1c(Cc2ccccc2)n[nH]c1=S	5.6	0.5	-2.7	-3.3	-3.1	5.2	19.9	0.627	0.0
O=C(Cn1cnc(Cl)c1Cl)c1ccc(F)cc1	1.6	1.4	-4.1	-2.4	-4.0	2.9	2.2	0.274	1.1
CC(C)CN(CC(C)C)C(=O)CC(=O)NC(=O)c1ccc(Cl)cc1	-8.9	0.7	-2.2	3.2	-3.4	5.3	-1.6	-0.0433	-2.5
c1ccc(-n2nnnc2-n2ccnc2)cc1	-1.5	-0.3	-6.3	-6.9	-4.2	8.9	0.4	x	-1.0
Cc1cc(C)cc(N2CN=C3SCC(=O)N3C2)c1	10.9	0.4	-2.5	-5.1	7.1	x	5.4	-0.53	-0.8
Cc1ccc(/C(COc2ccccc2O)=N\O)cc1	12.4	0.3	-0.8	-4.6	-2.0	-0.9	2.0	x	3.1
Oc1c(C=C2N=c3ccccc3=N2)sc(=S)n1-c1ccc(F)cc1	9.6&21.2	1.2&0.1	-7.8&-2.8	-8.8&19.4	5.8&-5.4	-5.5	2.7&-3.2	0.993&0.131	1.9&-6.3
COc1ccc(OC)c(C2=C[N+](=O)C(C)(C)C(C)(C)N2[O-])c1	6.4	-0.2	-0.5	12.7	-3.0	-5.2	7.3	-0.78	-1.3
Cc1cccc(Nc2nc(N)nc(CN3CCN(c4ccccc4)CC3)n2)c1	6.6	0.2	-4.6	3.6	0.6	-0.9	3.0	-1.31	-7.8
CCn1c(SCC(=O)NC(=O)NC(C)(C)C)nc2ccccc21	-0.6	2.0	-2.7	-11.1	-5.3	-42.1	26.8	-2.01	3.0
CCC(=O)Nc1ccc(Br)c(Cl)c1	1.8	0.1	-2.5	1.0	2.8	x	5.2	0.152	-0.2
C=CCNC(=O)CC(=O)N/N=C/c1ccc(C(=O)OC)cc1	10.4	0.0	2.5	-5.0	-0.6	-4.7	0.5	x	-1.8

# Bioassay records: PubChem, several laboratories
